From PubChem
RGS4 block – human RGS4 inhibition. P49798. HEK293 M3R/RGS4 inducible, Fluo-4 calcium flux; active compounds read high; triggered by carbachol at its EC20. B-score at 10 µM. 310,000 tested, 0.45% active. AID 463165;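 active means B-score, a plate-corrected calcium signal, over three deviations above library mean, with baseline fluorescence within five deviations of library mean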;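 further: RGS4 expression induced by doxycycline in cells with stable M3 receptor; B-score is computed from the integrated fluorescence ratio over baseline after carbachol; higher B-score means a larger calcium signal and so more RGS4 inhibition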
Target sequence (P49798 whole entry, looked up): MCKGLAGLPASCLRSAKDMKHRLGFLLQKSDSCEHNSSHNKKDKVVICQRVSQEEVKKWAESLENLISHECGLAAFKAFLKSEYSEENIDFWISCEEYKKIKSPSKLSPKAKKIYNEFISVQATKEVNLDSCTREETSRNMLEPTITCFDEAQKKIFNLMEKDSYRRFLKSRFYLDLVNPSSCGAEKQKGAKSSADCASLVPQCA
TRPC6 inhibitor – inhibitors of mouse TRPC6 channel; AID 2553; HEK293-TRPC6, membrane potential dye, ACh-evoked depolarization; active compounds read low; B-score at 10 µM; 310,000 tested, 1.1% active; Q61143;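 active means B-score under library mean minus 3 SD, initial fluorescence not abnormally high, positive integrated signal ratio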;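 further: B-score derived from integrated fluorescence ratio over the kinetic read; more negative B-score means stronger inhibition of depolarization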
Target sequence (Q61143 whole entry, looked up): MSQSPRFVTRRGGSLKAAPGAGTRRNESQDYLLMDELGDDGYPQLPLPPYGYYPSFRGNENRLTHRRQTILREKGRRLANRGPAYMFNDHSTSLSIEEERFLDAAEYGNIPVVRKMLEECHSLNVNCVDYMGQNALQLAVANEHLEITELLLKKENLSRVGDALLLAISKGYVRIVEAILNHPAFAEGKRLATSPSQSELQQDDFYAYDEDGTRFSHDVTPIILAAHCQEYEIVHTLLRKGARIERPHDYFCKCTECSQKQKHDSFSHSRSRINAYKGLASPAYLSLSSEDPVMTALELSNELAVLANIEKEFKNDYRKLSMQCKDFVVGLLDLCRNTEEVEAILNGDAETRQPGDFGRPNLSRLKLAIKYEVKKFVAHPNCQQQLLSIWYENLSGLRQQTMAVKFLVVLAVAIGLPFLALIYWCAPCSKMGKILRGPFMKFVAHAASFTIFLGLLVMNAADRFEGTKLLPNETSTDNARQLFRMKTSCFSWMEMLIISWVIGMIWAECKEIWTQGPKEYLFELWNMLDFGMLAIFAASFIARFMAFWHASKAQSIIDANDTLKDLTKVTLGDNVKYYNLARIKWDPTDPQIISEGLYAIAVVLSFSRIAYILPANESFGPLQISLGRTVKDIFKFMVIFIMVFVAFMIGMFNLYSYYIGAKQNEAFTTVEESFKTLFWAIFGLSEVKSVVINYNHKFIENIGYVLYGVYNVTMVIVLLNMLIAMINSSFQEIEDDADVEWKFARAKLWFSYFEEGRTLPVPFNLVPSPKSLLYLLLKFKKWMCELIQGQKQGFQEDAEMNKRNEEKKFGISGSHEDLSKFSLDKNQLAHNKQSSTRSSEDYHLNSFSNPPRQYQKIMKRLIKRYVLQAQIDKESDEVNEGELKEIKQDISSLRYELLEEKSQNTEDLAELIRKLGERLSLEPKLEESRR
TRPC4 PAM – allosterically enhances the mouse TRPC4 cation channel | Q9QUQ5 | HEK293 TRPC4beta/mu-opioid, DAMGO EC20, Fluo-4 Ca2+ flux; active compounds read high | B-score at 10 µM | 310,000 tested, 0.42% active;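 active means B-score of calcium response area above 5 SD of library B-scores, with initial fluorescence ratio within 5 SD of library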;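 further: B-score of integrated fluorescence ratio over time as area under calcium response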
MrgX1 allo act – allosterically activates human MrgX1 receptor signaling. Q96LB2. MrgX1-HEK293, Fluo-4 calcium flux, FDSS; active compounds read high. B-score at 10 µM. 310,000 tested, 0.63% active;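 active means plate-corrected calcium response at least 3 library SD above typical, normal starting fluorescence, not activating the receptor alone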;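 further: compound read alongside a low EC10 to EC30 dose of BAM8-22 agonist; peak minus trough fluorescence over baseline measured at the second addition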
TRPC4 inh – blocks the mouse TRPC4 cation channel. Q9QUQ5. HEK293 TRPC4beta/mu-opioid, DAMGO-evoked Fluo4 calcium flux; active compounds read low. B-score at 10 µM. 300,000 tested, 0.39% active;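 active means B-score over 3 SD under the library average, no early fluorescence shift, positive overall ratio signal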
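Assay system: HEK293 cells with stable TRPC4beta plus mu-opioid receptor expression; Probe or stimulus: DAMGO in two steps, submaximal then maximal; Dosing: single-point compound dosing; Measured by: Fluo4 calcium-dye fluorescence, kinetic read; Read-out basis: B score from integrated Fluo4 fluorescence ratio.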
TRPC4 act – TRPC4 (mouse) channel activation; HEK293 TRPC4beta/mu-opioid, Fluo4 calcium fluorescence; active compounds read high; B-score at 10 µM; 310,000 tested, 0.49% active; AID 2237;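 active means B-score above 5 SD of library B-scores, and initial fluorescence ratio not above library mean plus 5 SD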;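 further: positive B-score marks a calcium rise read as TRPC4 activation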
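Incubation: 45 min room-temperature Fluo4 loading, 110 s read / System: HEK293 cells stably co-expressing mouse TRPC4beta and mu-opioid receptor / Signal: Fluo4 fluorescence, kinetic / Control set: buffer (low) and maximal DAMGO (high) / Measure: integrated baseline-normalised fluorescence ratio, converted to per-well B score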
TMEM16A inh – blocks the mouse calcium-activated chloride channel TMEM16A. Q8BHY3. HEK293 TMEM16A/YFP iodide influx fluorescence, ionomycin. normalized B-score (activity score, 25-100; higher = stronger inhibition) at 10 µM. 310,000 tested, 1.2% active;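 active means ratio plate-corrected score three or more library SD toward inhibition, starting fluorescence score within five deviations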;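 further: score derived from kinetic fluorescence span divided by baseline fluorescence per well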
TRPC6 act – activators of mouse TRPC6 channel; Q61143; HEK293-TRPC6 membrane potential dye fluorescence; active compounds read high; B-score at 10 µM; 310,000 tested, 0.13% active;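 active means B-score of the integrated fluorescence ratio above library mean plus 3 SD, and starting fluorescence ratio within library mean plus 5 SD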;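 further: higher score means more depolarization so channel activation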
MrgX1 agonist – agonists of human MrgX1 receptor; Q96LB2; MrgX1-HEK293 cells, Fluo-4 calcium fluorescence, agonist mode; active compounds read high; B-score at 10 µM; 310,000 tested, 0.44% active; AID 588627;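 active means calcium response B-score plate-corrected fluorescence ratio at least 3 library SD, with starting fluorescence B-score inside 5 SD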
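Test system: Stable human MrgX1 HEK293 cell line | Schedule: Overnight plating before 1 h dye loading | Read-out basis: Baseline-normalised fluorescence change ratio, B-scored | Detection: Kinetic calcium dye fluorescence, Fluo-4 NW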
ANO1 activ – mouse TMEM16A channel activation, primary screen; 340,000 tested, 0.3% active; Q8BHY3; B-score at 10 µM; HEK293 TMEM16A/YFP-H148Q/I152L, iodide quench fluorescence; active compounds read low;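 active means fluorescence-ratio B-score plate-corrected deviation score at least 3 library SD below zero, with starting fluorescence score within 5 deviations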;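 further: channel opened by trigger with iodide after compound preincubation; score built on the fluorescence ratio of max minus min over baseline; more negative score means more quench and so TMEM16A activation or potentiation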
MrgX1 antagonist – human MrgX1 receptor antagonism, primary screen; Q96LB2; MRGX1-HEK293 calcium flux, Fluo-4, BAM8-22 antagonism; active compounds read low; B-score at 10 µM; 310,000 tested, 1.3% active;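 active means calcium-response B-score plate-corrected more than 3 library SD below zero, starting fluorescence within 5 deviations, no agonist response on first addition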;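 further: peak minus trough fluorescence over baseline after final BAM8-22 challenge near maximal dose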
Active calls of the source: *; i = inactive; x = not tested or not shown.

| Compound | ANO1 activ | MrgX1 agonist | TMEM16A inh | RGS4 block | TRPC6 act | TRPC4 inh | MrgX1 antagonist | TRPC6 inhibitor | TRPC4 act | TRPC4 PAM | MrgX1 allo act |
| --- | --- | --- | --- | --- | --- | --- | --- | --- | --- | --- | --- |
| COc1ccc(-c2csc(NC(=O)c3cc(C)on3)c2C#N)cc1OC | i | i | i | i | i | i | i | i | i | i | i |
| CS(=O)(=O)/C(C#N)=C\c1cnc(S(=O)(=O)c2ccccc2)s1 | x | 29* | i | i | i | i | i | i | i | i | i |
| CN(C)S(=O)(=O)c1ccc(N2CCCC2)c(C(=O)Nc2ccccc2F)c1 | i | i | i | i | i | i | i | i | i | i | i |
| N#Cc1c(-c2ccc(F)cc2)cc(-c2ccccc2)nc1SCC(=O)NCC(=O)O | i | i | i | i | i | i | i | i | i | i | i |
| CN1C(=O)C(CCC(N)=O)NC1=S (stereo not given) | i | i | i | i | i | i | i | i | i | i | i |
| CC(C)Nc1nc(Cl)nc(N(C#N)CN2C(=O)c3ccccc3S2(=O)=O)n1 | i | i | i | i | i | i | i | i | i | i | i |
| Cc1cccc(NC(=O)CCN2CCOCC2)c1 | i | i | i | i | i | i | i | i | i | i | i |
| COc1ccc(N2C(=O)CCC(C(=O)N3CCCCC3)C2c2ccc(F)cc2)cc1 (stereo not given) | i | i | i | i | i | i | i | i | i | i | i |
| Cc1ccc(CNS(=O)(=O)c2c(C)[nH]c(C)c2C(=O)N2CCCCC2)cc1 | i | i | i | i | i | i | i | i | i | i | i |
| C[C@@H]1CN(C(=O)c2ccc(OC3CCN(S(=O)(=O)N(C)C)CC3)cc2)C[C@H](C)O1 | i | i | i | i | i | i | i | i | i | i | i |
| COC(=O)Cn1c(=NC(=O)c2cc(-c3cccs3)nc3ccccc23)sc2cc(S(N)(=O)=O)ccc21 | i | i | i | i | i | i | i | i | i | i | i |
| CCOC(=O)c1c(C)[nH]c(C(=O)/C(C#N)=C/c2ccc(OCC)cc2)c1C | i | i | i | i | i | i | i | i | i | i | i |
| COc1ccc(NC(=S)NCCCN2CCCC2=O)c(OC)c1 | i | i | i | i | i | i | i | i | i | i | i |
| COc1cccc(CN(C)C(=O)c2cccc(OC3CCN(C4CCCC4)CC3)c2)c1 | i | i | i | i | i | i | i | i | i | i | i |
| O=C(NC(Cc1c[nH]c2ccccc12)c1nnc2n1CCCCC2)c1cccs1 (stereo not given) | i | i | i | i | i | i | i | i | i | i | i |
| CCCN1CCC(=O)N([C@H](CO)c2ccccc2)CC1 | i | i | i | i | i | i | i | i | i | i | i |
| COc1ccc(-c2ccnc3c(C#N)cnn23)cc1 | i | i | i | i | i | i | i | i | i | i | i |
| O=C(O)CC1(CC(=O)NCc2ccc(F)cc2)CCCCC1 | i | i | i | i | i | i | i | i | i | i | i |
| CC(=O)C1CCCN(C(=O)c2ccc3oc(CCc4ccccc4)nc3c2)C1 (stereo not given) | i | i | i | i | i | i | i | i | i | i | i |
| CCC(=O)c1c(OCc2ccccc2)ccc2c(C)cc(=O)oc12 | x | i | i | i | i | i | i | i | i | i | i |
| Cc1ccc(C(=O)NNC(=O)c2csc(N3CCOCC3)n2)s1 | i | i | i | i | i | i | i | i | i | i | i |
| O=C(c1cccs1)N1CCN(c2ccccc2)CC1 | i | i | i | i | i | i | i | i | i | i | i |
| O=C(O)c1cccc(Nc2ncnc3ccc(Br)cc23)c1 | i | i | i | i | i | i | i | i | i | i | i |
| Cc1cccc(N(CC(=O)Nc2ccc(F)cc2)S(C)(=O)=O)c1 | i | i | i | i | i | i | i | i | i | i | i |
| C=CCC(Nc1ccco1)c1ccccc1 (stereo not given) | i | i | i | i | i | i | i | i | i | i | i |
| Cc1ccc(Cl)cc1NC(=O)COC(=O)CC1CC2CCC1C2 (stereo not given) | i | i | i | i | i | i | i | i | i | i | i |
| CCOc1cc(/C=N/O)cc(Cl)c1OC | i | i | i | i | i | i | i | i | i | i | i |
| C/C(=N\NC(=O)CSCc1ccc([N+](=O)[O-])cc1)c1ccccc1O | i | i | i | i | i | i | i | i | i | i | i |
| O=C1CC(N(Cc2cccs2)C(=O)Nc2ccccc2)C(=O)N1c1ccc(Cl)cc1 (stereo not given) | i | i | i | i | i | i | i | i | i | i | i |
| O=C1CCN(CCc2ccccc2)CCN1[C@H](CSc1ccc(Br)cc1)Cc1ccccc1 | i | i | i | i | i | i | i | i | i | i | i |
| Cc1ccc(-n2[nH]c(C)c(/C=N/NC(=O)c3cccc([N+](=O)[O-])c3)c2=O)cc1C | x | i | i | i | i | i | i | i | i | i | i |
| CCCCOC(=O)Nc1ccccc1C(=O)OC | -13* | i | i | i | i | i | i | i | i | i | i |
| COc1ccccc1NC(=O)CSC1=NC(=O)C(NC(C)=O)C(=O)N1 (stereo not given) | i | i | i | i | i | i | i | i | i | i | i |
| CCN(CC)S(=O)(=O)c1ccc(N2CCCCC2)c(NC(=O)/C=C/c2ccc(OC)c(OC)c2)c1 | i | i | i | i | i | i | i | i | i | i | i |
| O=C(NC1=C(Nc2ccc(Cl)cc2)C(=O)c2ccccc2C1=O)c1ccccc1 | i | i | i | i | i | i | i | i | i | i | i |
| O=C(Cc1ccc([N+](=O)[O-])cc1)Nc1nccs1 | i | i | i | i | i | i | i | i | i | i | i |
| CCn1ncc(C2=NOC(C(=O)Nc3ccccc3C(=O)OC)C2)c1C (stereo not given) | i | i | i | i | i | i | i | i | i | i | i |
| CN(CC(=O)Nc1ccc(S(=O)(=O)N2CCCC2)cc1)Cc1ccc(Cl)cc1 | i | i | i | i | i | i | i | i | i | i | i |
| COc1ccc(CCNC(=O)c2csc3c2CCCC3)cc1 | i | i | i | i | i | i | i | i | i | i | i |
| C/C(=N/NS(=O)(=O)c1ccc(C)cc1)c1ccc(NC(=O)C(F)(F)F)cc1 | i | i | i | i | i | i | i | i | i | i | i |
| CCCOc1ccc(C(=O)Nn2c(C)nc3ccccc3c2=O)cc1 | i | i | i | i | i | i | i | i | i | i | i |
| O=C(CN1C(=O)C(=O)N(C2CCCC2)C1=O)Nc1ccc(N2CCOCC2)cc1 | i | i | i | i | i | i | i | i | i | i | i |
| COc1ccc(-c2nn(-c3ccccc3)cc2C(=O)Nc2ccc(C(=O)O)cc2)cc1OC | i | i | i | i | i | i | i | i | i | i | i |
| COc1cc(/C=N/n2c(=S)[nH]nc(C)c2=O)cc([N+](=O)[O-])c1O | i | i | i | i | i | i | i | i | i | i | i |
| COc1ccccc1CNC(=O)C1CCN(C(=O)N(C)C)CC1 | i | i | i | i | i | i | i | i | i | i | i |
| Cc1nc2ncccn2c1-c1csc(Nc2cccc(C(=O)O)c2)n1 | i | i | i | i | i | i | i | i | i | i | i |
| Cc1cccc2cc(CN(Cc3ccc(F)cc3)Cc3nnnn3C3CCCC3)c(=O)[nH]c12 | i | i | i | i | i | i | i | i | i | i | i |
| COc1ccccc1NC(=O)Cc1coc2cc(C)ccc12 | i | i | i | i | i | i | i | i | i | i | i |
| Cc1ccc(NC(=O)c2sc(N)nc2-c2ccc([N+](=O)[O-])cc2)cc1C | i | i | i | i | i | i | i | i | i | i | i |
| Cc1ccc(S(=O)(=O)NC(=O)c2ccc(-c3ccc(C)c4ccccc34)o2)cc1 | i | i | 25* | i | i | i | i | i | i | i | i |
| C=CCn1c(SCC(=O)Nc2ccccc2OC)nc(O)c(CC)c1=O | i | i | i | i | i | i | i | i | i | i | i |
| Cc1cc(C(C)c2ccccc2)c(O)c(CN2CCOCC2)c1C (stereo not given) | i | i | i | i | i | i | i | i | i | i | i |
| CCc1nnc(NC(=O)CSc2nnc(-c3ccccc3OC)n2-c2ccc(C)cc2)s1 | i | i | i | i | i | i | i | i | i | i | i |
| Fc1ccc(COc2cccc(CNCc3ccncc3)c2)cc1 | i | i | 25* | i | i | i | i | i | i | i | i |
| CN(C)CCCNC(=S)NCc1ccc(Cl)cc1 | i | i | i | i | i | i | i | i | i | i | i |
| CN(C)c1ccc2nsnc2c1[N+](=O)[O-] | i | i | i | i | i | i | i | i | i | i | i |
| O=c1c2ccccc2sn1-c1ccc(S(=O)(=O)N2CCCC2)cc1 | i | i | i | i | i | i | i | i | i | i | i |
| COc1ccc(CNC(=O)COC(=O)/C=C/c2ccc(S(=O)(=O)N3CCOCC3)cc2)cc1 | i | i | i | i | i | i | i | i | i | i | i |
| CCOC(=O)c1c[nH]c2c(Cl)c(Cl)ccc2c1=O | i | i | i | i | i | i | i | -10* | i | i | i |
| COc1cccc(CN(C)C(=O)Cc2c[nH]c3ccccc23)c1OC | i | i | i | i | i | i | i | i | i | i | i |

(list continues)
| Compound | ANO1 activ | MrgX1 agonist | TMEM16A inh | RGS4 block | TRPC6 act | TRPC4 inh | MrgX1 antagonist | TRPC6 inhibitor | TRPC4 act | TRPC4 PAM | MrgX1 allo act |
| --- | --- | --- | --- | --- | --- | --- | --- | --- | --- | --- | --- |
| O=C(COC(=O)c1cn(-c2ccccc2)nc1-c1ccccc1)c1ccc([N+](=O)[O-])cc1 | x | i | i | i | i | i | i | i | i | i | i |
| Cc1ccc(C)c(NS(=O)(=O)c2c(C)[nH]c(C)c2C(=O)N2CCCCC2)c1 | i | i | i | i | i | i | i | i | i | i | i |
| CCc1cccc(C)c1NC(=S)N(CCOC)C(C)c1ccco1 (stereo not given) | i | i | i | i | i | i | i | i | i | i | i |
| O=C(CSc1ccc2ccccc2c1Br)Nc1cccc(S(=O)(=O)NC2=NCCCCC2)c1 | i | i | i | i | i | i | i | i | i | i | i |
| COc1ccc(CC(=O)OCc2cc3cccc(C)c3[nH]c2=O)cc1 | i | i | i | i | i | i | i | i | i | i | i |
| O=C(NCC1CCCO1)C(=O)NCC(c1ccco1)N1CCN(c2ccccc2)CC1 (stereo not given) | i | i | i | i | i | i | i | i | i | i | i |
| Cc1ccc(/C=N/c2sc3c(c2C#N)CCC3)s1 | i | i | i | i | i | i | i | i | i | i | i |
| CC(=O)c1cccc(N2C(=O)C3C4CCC(C4=C(C)C)C3C2=O)c1 (stereo not given) | i | i | i | i | i | i | i | i | i | i | i |
| Cc1ccc(-c2csc(SCC(=O)Nc3cc(C)on3)n2)cc1 | i | i | i | i | i | i | i | i | i | i | i |
